Tau fluor cs – counter-screen for tau fibril formation inhibitors; Potency, µM (doses to about 57.7 µM), without a hit: at the highest dose activity change, negative = decrease; tau K18 P301L (four-repeat tau fragment) Alexa594 fluorescence, heparin fibrillization; 280,000 tested, 0.93% active; note: % is set by controls: 0 for no effect and ±100 for the full control effect; nearly all actives have a fitted effect of over 55% in size
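Human K18 P301L tau (15 uM unlabeled plus 0.24 uM Alexa 594-labeled, final) in 100 mM sodium acetate pH 7 was mixed with compound and 20 uM heparin and incubated 6 hr at 37 C.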
Epigenetic derep – epigenetic control regulation, reporter derepression. murine LDR cells, GFP reporter derepression, 30 h. 280,000 tested, 0.2% active. Potency, µM (highest dose often 53.9 µM), without a hit: at the highest dose GFP activation, actives largely listed as activators; note: % of control where 0% means no effect; nearly all actives have a fitted effect of over 60% in size
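Murine LDR cells bearing a silenced CMV-driven GFP reporter were exposed to compound for 30 h at 37 C. After PBS washes, GFP-positive cells (20-120 um objects) counted by laser-scanning microplate cytometry.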
aGlu spleen mod – inhibits or activates alpha-glucosidase in human spleen homogenate. P10253. human spleen homogenate, 4-MU-alpha-glucoside fluorescence. Potency, µM (series often up to 79.9 µM), for inactives: at the top dose activity change, negative = inhibition, usual class: inhibitors. 240,000 tested, 0.006% active. AID 2112;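 note: 0% = enzyme with vehicle and -100% = no enzyme basal signal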
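AC50 values come from Hill-equation fits of concentration-response data, normalized to no-enzyme and full-activity controls. Enzyme source: 1 ug human spleen homogenate; 1 mM fluorogenic 4-MU glucoside, pH 5.0 citrate buffer, 37 C, 40 min.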
ALDH1A1 block – ALDH1A1 (human) enzyme inhibition; Potency, µM (titrated, usually from 75.3 µM), without a hit: at the highest dose activity, negative = inhibition, most hits filed as inhibitors; P00352; Purified ALDH1A1, NADH fluorescence, propionaldehyde substrate; 220,000 tested, 7.3% active; active = well fitted inhibition curve with a large enough effect, not every such curve was filed as active; inconclusive = small, poorly fitted or top-dose-only effect, or another doubt; inactive = no such curve, though single readings can be large or run the other way;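 note: plate controls were no enzyme wells and a reference inhibitor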
NPSR antag – blocks cAMP signaling of the human neuropeptide S receptor | Q6W5P4 | CHO-NPSR cells, cAMP TR-FRET, antagonist mode | Potency, µM (doses to about 38.3 µM), for inactives: at the highest dose activity change, negative = inhibition, actives largely listed as inhibitors | 220,000 tested, 1% active | AID 1461; note: % is set by controls: 0 for no effect and ±100 for the full control effect; nearly all actives have a fitted effect of over 50% in size; many of its hits are not listed in these tables
Target sequence (Q6W5P4 whole entry, looked up): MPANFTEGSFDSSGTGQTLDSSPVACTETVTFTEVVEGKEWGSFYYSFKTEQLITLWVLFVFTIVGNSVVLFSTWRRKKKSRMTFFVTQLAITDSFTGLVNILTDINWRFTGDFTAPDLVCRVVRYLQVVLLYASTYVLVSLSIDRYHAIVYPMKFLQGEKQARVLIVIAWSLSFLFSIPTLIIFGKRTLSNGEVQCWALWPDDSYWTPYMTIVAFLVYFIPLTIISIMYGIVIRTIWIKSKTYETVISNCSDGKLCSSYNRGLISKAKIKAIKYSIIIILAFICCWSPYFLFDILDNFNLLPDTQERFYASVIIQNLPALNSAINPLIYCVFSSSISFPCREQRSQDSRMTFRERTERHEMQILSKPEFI
GAA glycogen mod – inhibitors or activators of human alpha-glucosidase glycogen cleavage. P10253. recombinant GAA, glycogen substrate, Amplex Red glucose oxidase fluorescence. Potency, µM (series often up to 76.4 µM), for inactives: top-dose activity change, negative = inhibition, most hits filed as inhibitors. 300,000 tested, 0.38% active. AID 2100;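 note: 0% = full enzyme reaction and -100% = no-enzyme basal signal; the screen sought inhibitors and activators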
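Recombinant human enzyme (4 nM); glycogen substrate; 37 C, 40 min, pH 5.0. Readout: coupled glucose oxidase/Amplex Red fluorescence.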
GAA inh – alpha-glucosidase (human) inhibition; P10253; purified human GAA, 4-MU-alpha-glucoside fluorescence; Potency, µM (highest dose often 76.9 µM), without a hit: at the top dose activity change, negative = inhibition, actives largely listed as inhibitors; 200,000 tested, 0.005% active; AID 1466;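 note: plate controls were uninhibited enzyme wells for no effect and no-enzyme background for full effect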
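Human enzyme at 4 nM with 400 uM 4-methylumbelliferyl-alpha-D-pyranoside, citrate/phosphate buffer pH 5.0, 0.005% Tween-20, 20 min at room temperature. Compounds up to 77 uM. 4-MU fluorescence (Ex 365/Em 440) read after NaOH/glycine stop; AC50 from Hill fit.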
GLA spleen mod – alpha-galactosidase A (human) modulation | P06280 | 240,000 tested, 0.008% active | human spleen homogenate, 4MU-alpha-Gal fluorescence, 40 min | Potency, µM (titrated, usually from 80 µM), inactives show top-dose activity change, negative = inhibition, usual class: inhibitors;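 note: 0% = enzyme with vehicle and -100% = no enzyme basal signal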
Target sequence (P06280 32-429 limits assumed): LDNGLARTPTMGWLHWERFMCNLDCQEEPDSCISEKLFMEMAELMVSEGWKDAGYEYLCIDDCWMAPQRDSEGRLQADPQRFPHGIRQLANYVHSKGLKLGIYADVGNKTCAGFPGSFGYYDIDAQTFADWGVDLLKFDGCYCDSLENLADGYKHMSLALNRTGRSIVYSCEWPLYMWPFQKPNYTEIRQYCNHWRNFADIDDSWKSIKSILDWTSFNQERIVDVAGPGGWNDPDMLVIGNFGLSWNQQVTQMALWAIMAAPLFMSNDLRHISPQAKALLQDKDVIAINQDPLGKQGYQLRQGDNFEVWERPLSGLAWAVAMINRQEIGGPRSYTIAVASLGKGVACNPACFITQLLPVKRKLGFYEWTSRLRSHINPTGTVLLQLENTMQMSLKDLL
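Human spleen homogenate (1 ug) was the enzyme source, with 4-methylumbelliferyl-alpha-D-galactopyranoside (1 mM final) in pH 5.0 citrate buffer with 0.01% Tween-20. Compounds were titrated; after 40 min at 37C, NaOH/glycine stop, 4-MU fluorescence read; AC50 from Hill fits.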
Starred values were filed as active, the others as inactive; i = inactive; ? = inconclusive; . = not tested or not shown; & = joins results of further samples; [ ] = remark or other dose. Unless noted, calls come from the whole dose curve; as a rule, active = well fitted curve in the direction sought with a large enough effect; inconclusive = small, poorly fitted or top-dose-only effect, or another doubt; inactive = no such curve, though single readings can be large; an effect the other way counts as inactive or inconclusive. Potency is the fitted concentration of half-maximal effect. Not all compounds are listed; count on the stated rates, not on these rows.

SMILES	Tau fluor cs	Epigenetic derep	aGlu spleen mod	ALDH1A1 block	NPSR antag	GAA glycogen mod	GAA inh	GLA spleen mod
CC(/C=C1\SC(=O)N(CCCC(=O)O)C1=O)=C\c1ccccc1	4%	-1.8%	-6%	5%	-22%	-11%	-7%	8%
CC(C)(CO)NC(=O)Nc1ccc(Cl)c(Cl)c1	-9%	-1.4%	7%	2%	14%	-15%	8%	-3%
COc1cc2c3nnc(-c4ccc(F)cc4)c-3cn(Cc3ccc(F)cc3)c2cc1OC	-21%	?	15%	?	-29%[46.1 µM]	8%	-2%	6%
COc1ccc(Cn2nnnc2C(C(C)C)N2CCc3ccccc32)cc1 (stereo unspecified)	-19%	0.7%	-2%	-6%	-18%[46.1 µM]	?	-9%	0%
Cc1cccc(NC(=O)CC2CCC2)c1	6%	-9.5%	2%	9%	10%[46.1 µM]	0%	-1%	1%
COc1cc(C(=O)OCC(=O)NC(=O)c2cccn2C)ccc1OC(F)F	1%	0.0%	.	3%	-6%	-3%	-13%	0%
O=C(CSc1nc(-c2ccco2)cc(C(F)(F)F)n1)N1CCc2ccccc2C1	-11%	-2.1%	-19%	11µM*	?	-4%	-21%	5%
CCOC(=O)CSc1nnc(CNC(=O)c2ccc(OC)cc2OC)n1-c1ccc(OC)cc1	-6%	0.0%	0%	-3%	?	3%	5%	-2%
Cc1cc2c(cc1C)NC(CC(=O)NCc1ccccc1)C(=O)N2 (stereo unspecified)	-7%	1.2%	-4%	?	0%[46.1 µM]	0%	?	12%
O=C(CCC1COc2ccccc2O1)Nc1ccccn1 (stereo unspecified)	10%	1.8%	-11%	4%	7%[46.1 µM]	4%	?	-11%
O=C1c2ccccc2NC(c2cn[nH]c2-c2ccc(Cl)cc2)N1O (stereo unspecified)	-7%	-4.6%	-3%	10%	8%	?	?	1%
CC(=O)c1ccc(N2C(=O)[C@@H]3C(C(=O)CCN4C(=O)c5ccccc5C4=O)=NN[C@@H]3C2=O)cc1	-22%	0.0%	-2%	-8%	25%	1%	5%	-14%
CC(CC(=O)O)CC(=O)Nc1nncs1 (stereo unspecified)	0%	-1.2%	0%	.	11%	3%	.	-5%
COc1ccccc1C(=O)O/N=C(/C)c1ccc(N2C(=O)C3CCCCC3C2=O)cc1 (stereo unspecified)	-9%	0.0%	-6%	13µM*	-18%[46.1 µM]	7%	-12%	-6%
CCOC(=O)CC(NC(=O)Cn1nnc(-c2ccccc2)n1)c1ccc(OC)cc1 (stereo unspecified)	-14%	1.3%	6%	-5%	-13%	-3%	-4%	6%
O=C(OC1CCOC1=O)c1ccc(N2CCCC2)c([N+](=O)[O-])c1 (stereo unspecified)	0%	1.1%	-7%	14µM*	11%	-10%	-6%	3%
Cc1onc(-c2c(F)cccc2Cl)c1C(=O)NCc1cccs1	0%	-1.0%	-4%	4%	-7%[46.1 µM]	-2%	-10%	1%
O=S(=O)(NC1CCCCC1NS(=O)(=O)c1ccc(F)cc1)c1ccc(F)cc1 (stereo unspecified)	-7%	0.0%	-7%	-13%	-15%[46.1 µM]	0%	-10%	2%
Cc1cc(N2CC(C(=O)NCc3cccnc3)CC2=O)ccc1C(C)C (stereo unspecified)	?	1.1%	-13%	.	2%	7%	.	-12%
O=c1oc2ccccc2cc1-c1csc(Nc2nc3c(F)cccc3s2)n1	?	?	-1%	5%	-12%	0%	-6%	-1%
CCOC(=O)Cc1csc(NC(=O)Cc2ccc([N+](=O)[O-])cc2)n1	0%	-0.9%	-8%	0%	7%	-7%	1%	-1%
Cc1ccc(NC(=O)c2oc3ccc(S(=O)(=O)N4CCC5(CC4)OCCO5)cc3c2C)cc1C	-28%&-16%	3.5%&1.1%	-5%	i	-1%	-3%	?	11%
O=C(NCc1ccccn1)C(C(=O)c1cccc([N+](=O)[O-])c1)n1cc(Cl)ccc1=O (stereo unspecified)	9%	1.0%	5%	?	-22%	-2%	3%	7%
O=S(=O)(NCCNc1ncc(C(F)(F)F)cc1Cl)C(F)(F)F	-11%	-2.1%	-2%	13%	-18%	-18%	3%	4%
CC(=O)c1cccc(NC(=O)N2CCCC2C(=O)NCc2ccc3c(c2)OCO3)c1 (stereo unspecified)	-11%	1.1%	-3%	2%	-3%	-8%	7%	3%
Cc1ccccc1OCC(=O)Nc1nnc(-c2ccco2)s1	-10%	3.0%	2%	-6%	10%	0%	-2%[15.4 µM]	1%
COc1ccc(C)cc1NC(=O)C1CCCN(S(=O)(=O)c2cccc3nonc23)C1 (stereo unspecified)	-15%	3.8%	-10%	-10%	-11%	1%	?	-2%
CCOC(=O)c1cnc2c(c(C)nn2C)c1Oc1ccc(OC)cc1	-6%	-0.3%	-1%	.	10%[7.67 µM]	1%	.	-3%
O=C(NC1CCCCC1)C(=S)N1CCCC1	8%	1.9%[10.1 µM]	6%	7%	15%	-4%	13%	2%
COc1cc(C)c(S(=O)(=O)N2CCOCC2)cc1C	0%	0.0%	-1%	-2%	-3%[46.1 µM]	-4%	0%	-1%
Cn1c(SCC(=O)Nc2ccc(N3CCOCC3)cc2)nnc1-c1ccccc1	-9%	2.3%	2%	?	-12%[46.1 µM]	4%	?	1%
Cn1c(CN2CCOCC2)nc2cc(NC(=O)c3ccc(F)cc3)ccc21	-1%	1.0%	-12%	?	-8%[46.1 µM]	-10%	-3%	5%
N#Cc1c(F)cccc1N1CCC(C#N)CC1	-14%	0.7%	1%	.	-20%	6%	.	-1%
CSc1cccc(NC(=O)CSc2nnc(C)s2)c1	-2%	0.0%	-2%	-16%	6%[46.1 µM]	0%	-3%	-5%
O=C(O)c1cccc2c1C(=O)c1ccccc1C2=O	-1%	-2.4%	1%	?	6%	12%	-5%	9%
CCNC(=S)NS(=O)(=O)c1ccc(C)cc1	4%	0.0%	-8%	?	1%[46.1 µM]	3%	1%	-13%
CCOP(=O)(OCC)/C(C#N)=C(\O)c1ccc(OC)cc1	3%	-1.1%	7%	.	16%	6%	.	-1%
CCOC(=O)c1c(Nc2ccccc2N)cc(C)nc1C	2%	3.2%	-5%	12%	9%[46.1 µM]	-5%	-5%	-4%
Cn1cc(-c2ccccc2C(N)=O)c(=O)c2ccccc21	1%	1.1%	10%	-2%	8%	4%	4%	10%
Cc1nnc(NC(=O)CSc2ccccn2)s1	1%	0.3%	-8%	13%	-3%[7.67 µM]	7%	3%	-5%

Single records (already shown):
COc1ccc(C)cc1NC(=O)C1CCCN(S(=O)(=O)c2cccc3nonc23)C1 (stereo unspecified) as listed: Tau fluor cs: -15%; Epigenetic derep: 3.8%; aGlu spleen mod: -10%; ALDH1A1 block: -10%; NPSR antag: -11%; GAA glycogen mod: 1%; GAA inh: ?; GLA spleen mod: -2%
O=C(OC1CCOC1=O)c1ccc(N2CCCC2)c([N+](=O)[O-])c1 (stereo unspecified) as listed: Tau fluor cs: 0%; Epigenetic derep: 1.1%; aGlu spleen mod: -7%; ALDH1A1 block: 14µM*; NPSR antag: 11%; GAA glycogen mod: -10%; GAA inh: -6%; GLA spleen mod: 3%

The listing continues:
SMILES	Tau fluor cs	Epigenetic derep	aGlu spleen mod	ALDH1A1 block	NPSR antag	GAA glycogen mod	GAA inh	GLA spleen mod
COc1ccccc1C(c1nnnn1CCc1ccccc1)N1CCN(c2ccccc2)CC1 (stereo unspecified)	-13%	5.2%	-2%	-4%	-8%[7.67 µM]	-13%	-6%	3%
CCC(=O)N1c2ccccc2C(N(C(=O)CC)c2ccccc2)CC1C (stereo unspecified)	-3%	-1.0%	2%	.	-3%	4%	.	1%
CCNC(=O)c1ccc(C2SCC(=O)N2CCc2ccccc2)cc1 (stereo unspecified)	-2%	-2.0%	8%	-4%	0%	-3%	3%	8%
O=C(Nc1sc2c(c1-c1nc3ccccc3[nH]1)CCCC2)C1CCCC1	?	-0.9%	5%	?	-19%[46.1 µM]	-7%	11%	0%
Cc1nnc(-c2cnn(-c3ccccc3)c2N)n1Cc1ccc(F)cc1	0%	0.0%	-1%	5%	-9%[46.1 µM]	-1%	-1%	3%
CCOP(=O)(Cc1ccc(C(C)(C)CC(C)=O)o1)OCC	6%	0.1%	-3%	.	3%	-1%	.	6%
CCOC(=O)c1cn[nH]c1NC(=S)Nc1ccc(Cl)cc1	-23%	0.1%	2%	.	-16%	-9%	.	3%
O=C(CN1CCN(S(=O)(=O)c2ccc(F)cc2)CC1)c1ccc(O)c(O)c1	?	-0.4%	-10%	?	-4%	10%	?	-7%
CCCC(=O)c1ccc(N2CCCC2)c(F)c1	-7%	-2.0%	-7%	?	3%[46.1 µM]	8%	-2%	-6%
Cc1ccccc1Cc1ccc(Cl)nn1	5%	-0.3%	0%	0%	7%	-2%	-1%	2%
CCCCC(=O)Nc1nnc(C)s1	0%	0.8%	-5%	11%	1%[46.1 µM]	1%	-3%	-6%
CCC(=O)NC(=S)Nc1cccc(Cl)c1N1CCCC1	0%	0.0%	-6%	?	-49%	13%	?	5%
O=C(O)CCCCCN1C(=O)CCC1=O	-5%	-2.2%	1%	12%	3%[7.67 µM]	1%	-3%	3%
O=C(CN1CC(=O)Oc2ccccc21)OCC(=O)c1ccccc1	-16%	1.8%	8%	-11%	-10%[46.1 µM]	?	6%	4%
CC(C)C(=O)N1CCc2cc(-c3csc(N)n3)ccc21	-17%	2.9%	-3%	14µM*	-19%[46.1 µM]	-3%	2%	2%
CCOC(=O)c1cc(-c2ccccc2)sc1NC(=O)C(C)Sc1nnc(N)s1 (stereo unspecified)	?	0.4%	-4%	11%	-40%	2%	-8%	0%
CCCCc1nc2c(c3c1C[C@H](C)OC3)CN(C(=O)NCc1ccco1)CC2	-15%[11.6 µM]	.	8%[17.4 µM]	5%[13.5 µM]	.	.	.	2%[17.5 µM]
CCC12CN3CC(CC)(CN(C1)C3c1ccc([N+](=O)[O-])o1)C2=O (stereo unspecified)	-4%	2.3%	-1%	?	-11%	8%	1%	11%
CC(C)NC(=O)CSCc1c(Cl)cccc1Cl	-12%	-5.5%	-4%	?	-5%[46.1 µM]	-3%	-3%	-2%
Cc1ccc(C(=O)Nc2ccc(C(=O)N/N=C/c3ccncc3)cc2)cc1	-1%	-4.2%	6%	?	13%	1%	3%	4%
